Screens (PubChem)
AmpC inh det: AmpC beta-lactamase inhibition, detergent assay; 71,000 tested, 0.09% active; P00811; Potency, µM (titrated, usually from 28.7 µM), for inactives: top-dose activity change, negative = inhibition; AID 584; purified AmpC, nitrocefin hydrolysis with detergent; active = well fitted curve in the direction sought with a large enough effect
Target sequence (P00811 whole entry, looked up): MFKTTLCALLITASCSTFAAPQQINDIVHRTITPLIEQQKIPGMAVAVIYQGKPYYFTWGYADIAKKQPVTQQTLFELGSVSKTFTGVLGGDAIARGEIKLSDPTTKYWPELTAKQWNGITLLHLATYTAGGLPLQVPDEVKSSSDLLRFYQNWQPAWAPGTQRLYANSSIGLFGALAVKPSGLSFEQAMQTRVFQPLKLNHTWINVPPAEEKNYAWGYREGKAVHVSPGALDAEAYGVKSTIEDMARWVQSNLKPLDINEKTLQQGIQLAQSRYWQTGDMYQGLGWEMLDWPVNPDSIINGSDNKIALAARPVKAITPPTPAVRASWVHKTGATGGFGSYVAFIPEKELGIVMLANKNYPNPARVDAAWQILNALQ
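E. coli AmpC (5.3 nM) in 20 mM phosphate pH 7.0 with 0.01% Triton X-100, preincubated 15 min RT with compound; nitrocefin (2 uL of 800 uM stock) hydrolysis followed by 480 nm absorbance every 20 s over 4 min.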
* marks the source's active call; other numbers are inactive results; & = joins results of further samples; [ ] = remark or other dose. % is set by controls: 0 for no effect and ±100 for the full control effect; potency is the fitted concentration of half-maximal effect. These rows are one share of the data. The share of hits here may be higher or lower than overall.

Structure	AmpC inh det
CC(=O)C1C(c2ccccc2OC(F)F)NC(=O)NC1(O)C(F)(F)F (configuration not stated)	2%
COC(=O)COc1ccc(-c2nn(C)c(=O)c3ccccc23)cc1	-5%
COC(=O)Cc1cc(=O)n(-c2nc3ccccc3[nH]2)[nH]1	-2%
COc1ccccc1N1CCN(CC(=O)c2c(C)n(C)c3ccccc23)CC1	-3%
O=C(O)C(=O)Cc1ccc2c(c1)OCO2	-2%[5.75 µM]
COc1ccc(OC)c(NC(=O)CN(c2ccc(OC)c(Cl)c2)S(C)(=O)=O)c1	-3%
COc1ccc(N(CC(=O)Nc2ccc3c(c2)OCCO3)S(=O)(=O)c2c(C)noc2C)cc1	-3%
CCCc1cc(=O)n2[nH]c(Cc3ccccc3)nc2n1	-3%
CCOc1ccccc1NC(=O)c1ccc(F)c(S(=O)(=O)N2CCC3(CC2)OCCO3)c1	-2%
CSCCC(NS(=O)(=O)c1ccc2c(c1)OCCO2)C(=O)NCCc1ccccn1 (configuration not stated)	-3%
CCN(C(=O)CN1CCN(c2ccc(O)cc2)CC1)c1c(N)n(Cc2ccccc2)c(=O)[nH]c1=O	-1%
O=C(/C=N/O)NCCCn1ccnc1	2%
O=C(NCc1ccccc1)c1ccc(CN2CCOCC2)cc1	7%
CCc1ccc(NC(=O)c2cc(C(C)C)on2)cc1	-4%
COc1ccc2c(Cl)cc(NC(=S)Nc3ccccc3)nc2c1	-1%[5.75 µM]
O=CCCCC=O	8%
C=CC(C)=O	8%
COC(=O)c1ccc2c(=O)n(Cc3ccco3)c(SCC(=O)Nc3ccccc3Cl)nc2c1	0%
Fc1ccc(C(c2nnnn2Cc2cccs2)N2CCN(C3CCCCC3)CC2)cc1 (configuration not stated)	11%
CC1CCN(CC[S-])CC1.O.O.[Cl][Pt]	13%[5.75 µM]
Cc1ccsc1C(C(=O)NC1CCCCC1)N(C(=O)Cc1cccs1)C1CC1 (configuration not stated)	-5%
CC(C)C1N=C2c3ccccc3N=C(SCc3cc(=O)n4ccccc4n3)N2C1=O (configuration not stated)	0%
Cc1cc(C(F)(F)F)nn1-c1nc(-c2ccco2)cc(C(F)(F)F)n1	9%
CCOc1ccccc1NC(=O)CN(C)S(=O)(=O)c1cccc2nsnc12	-1%
CCOc1cc(C2C(C(=O)N3CCCCC3)=C(C)NC3=C2C(=O)CCC3)cc(Br)c1O (configuration not stated)	-6%
Cc1cn(-c2ccc(Br)cc2)[nH]c1=O	-2%
Cc1nc(CN2CCN(C(=O)c3ccc(Br)cc3)CC2)cs1	-7%
O=S(=O)(NCc1cn2ccsc2n1)c1ccc(Oc2ccccc2)cc1	-5%
COc1ccc(CCN(C)CCCOc2ccc(S(=O)(=O)c3[nH]c4ccccc4c3C(C)C)cc2)cc1OC	-6%
Cc1ccc2c(c1)-c1c(cnn1CC(=O)O)CO2	-1%
CC(=O)N1C2(C=CC1(C)C(=O)NCc1ccccn1)CCCCC2 (configuration not stated)	21%
OCCSc1nc(-c2cccnc2)nc2ccccc12	-3%
Cc1c(C(=O)Nc2c(C)n(C)n(-c3ccccc3)c2=O)oc2ccccc12	-3%
O=C(COc1ccc(Cl)cc1)NC1CCSC1=O (configuration not stated)	11%
COCCNC(=O)CS(=O)Cc1nc(-c2ccc(OC)cc2)oc1C (configuration not stated)	12%
CC(C)C[C@H](N)c1nnc(S(=O)(=O)Cc2ccc(F)cc2)o1	2.5µM*
Cc1ccc2c(c1)c1c(n2CC(O)CN2C(=O)CNC2=O)C(=O)CCC1 (configuration not stated)	8%
O=C1CC(C(=O)Nc2ccccc2)N=C(N2CCOCC2)N1 (configuration not stated)	-6%
CCOCCCNC(=O)c1c[nH]c2cc(C)ccc2c1=O	-2%
Cc1cc(N2CCN(Cc3ccc4c(c3)OCO4)CC2)n2ncnc2n1	4%
COC(=O)Cn1ncc2c(C)n(Cc3ccccc3)c(C)c2c1=O	5%
CC(C)OCCCNC(=O)c1cc2c(s1)CS(=O)(=O)C2	-2%
COc1ccc(-n2ncc3c(NCCCN4CCOCC4)ncnc32)cc1	-4%
O=C(O)c1ccc([N+]2=Cn3c(nc4ccccc43)C2)cc1	-3%[5.75 µM]
NC(=O)c1ccsc1NC(=O)COC(=O)C1CCCN1C(=O)c1cccs1 (configuration not stated)	0%
COc1cc(OC)cc(-c2nnc(SCC(=O)N3CCCC3)o2)c1	-3%
c1ccc(Cn2c(CNc3nc4ccccc4n3CCN3CCOCC3)nc3ccccc32)cc1	0%
CCOC(=O)C1C(=O)N(C)C2(C)CC1c1cc(OC)ccc1O2 (configuration not stated)	-1%
CC1(C)C2CCC1(C)C(NC1=NCCC1)C2 (configuration not stated)	-5%
CC(Oc1ccc(Cl)cc1Cl)C(=O)NC1CCSC1=O (configuration not stated)	-5%
O=C(NCC1CCCO1)c1ccc(N2CCCCC2)nc1 (configuration not stated)	-3%
O=C(Nc1ccc(N2CCOCC2)cc1)C1CCCN(S(=O)(=O)c2cccc(C(F)(F)F)c2)C1 (configuration not stated)	13%
Cc1cccc(-c2noc(CN(C)S(=O)(=O)c3cc(Cl)ccc3Cl)n2)c1	-4%
CCn1c(COc2cccc(OC)c2)nnc1SCC(=O)Nc1ccccc1C(=O)OC	-1%
Cc1cccc(-n2ncc3c(NCc4ccccn4)ncnc32)c1	-5%
CCCn1c(=N)c(C(=O)NCC2CCCO2)cc2c(=O)n3cccc(C)c3nc21 (configuration not stated)	-5%
O=C(Nc1cccs1)NC1CCCC1	26%
Cc1ccccc1NC(=O)Cn1cnc2c(oc3ccccc32)c1=O	1%
COC(=O)c1ccccc1NC(=O)Cn1c(-c2nonc2N)nc2ccccc21	15%
C[C@@H]1CCN=C(N)S1	-1%&3%

Other compounds.
Structure	AmpC inh det
Cc1ccc(-c2nc(C#N)c(NCCc3ccccn3)o2)cc1	0%
c1ccc(CCc2nn3c(C4COc5ccccc5O4)nnc3s2)cc1 (configuration not stated)	-2%
NS(=O)(=O)c1ccc(CCNC(=O)CNC(=O)C2CCCCC2)cc1	-3%
Cn1c(SCC(=O)N2CCCc3ccccc32)nnc1-c1ccco1	9%
CC(C)n1c(NCc2nc3ccccc3n2C)nc2ccccc21	-1%
Cc1ccccc1CNS(=O)(=O)c1ccc2c(c1)OCCO2	11%
Cn1c(N2CCOCC2)nc(-c2ccccc2)c1-c1ccccc1	1%
Cc1cc(NC(=O)CSc2nnc(-c3ccco3)n2CC2CCCO2)no1 (configuration not stated)	5%
Cc1cc(OCC(O)CN2CCN(C)CC2)ccc1C(C)C (configuration not stated)	-5%
O=C(NCc1nnc(SCC(=O)N2CCC(Cc3ccccc3)CC2)o1)c1ccccc1F	10%
O=C(Cn1nc(Cl)nc1Cl)c1ccc2c(c1)OCCO2	-2%
CCOC(=O)CNc1ccc2c(c1)OCO2	-6%
CCCN1C(=O)c2cc(C(=O)Nc3ccccc3CC)ccc2C1O (configuration not stated)	13%
COC(=O)c1ccccc1NC(=O)Cn1cnc2c(cnn2-c2ccccc2)c1=O	11%
Cc1ccc(-c2nc(C3CCN(S(=O)(=O)c4ccc(C(F)(F)F)cc4)CC3)no2)cc1	0%
CC(=O)N1CCN(c2ccc(Oc3nc(-c4ccccc4)nc4ccccc34)cc2)CC1	-3%
Cc1ccc(NS(=O)(=O)c2ccc(C)c(C(=O)N3CCN(C)CC3)c2)cc1	13%
CCOC(=O)CC(NS(=O)(=O)c1ccc(NC(C)=O)cc1)c1ccc(OCC)cc1 (configuration not stated)	-3%
O=C(O)c1ccc(Oc2nc3ccccc3s2)cc1	-3%[5.75 µM]
CN(C)c1ccc(-c2nnn(CC(=O)Nc3ccccc3N3CCOCC3)n2)cc1	8%
Cn1c(SCC(=O)N2CCOCC2)nc2sc3c(c2c1=O)CCCC3	-5%
CCCC(=O)Nc1ccc(Cl)c(NC(=O)c2ccc(Br)o2)c1	-4%
COc1cccc(N2C(=O)CC(N3CCC(c4nc5ccccc5[nH]4)CC3)C2=O)c1 (configuration not stated)	-2%
Cc1nnc(SC(C)C(=O)Nc2ccc3c(c2)OCCO3)s1 (configuration not stated)	-1%

Next part; the last two above are carried over.
Structure	AmpC inh det
COc1cccc(N2C(=O)CC(N3CCC(c4nc5ccccc5[nH]4)CC3)C2=O)c1 (configuration not stated)	-2%
Cc1nnc(SC(C)C(=O)Nc2ccc3c(c2)OCCO3)s1 (configuration not stated)	-1%
COc1cccc(-c2cc(C(=O)N3CCN(c4ncccn4)CC3)c3ccccc3n2)c1	4%
O=C(NCC(=O)N(c1cccnc1)C(C(=O)NC1CCCCC1)c1cccnc1)c1ccco1 (configuration not stated)	12%
Cc1cc(NC(=O)CCC(=O)N(c2cccc(F)c2)C(C(=O)NC2CCCC2)c2ccncc2)no1 (configuration not stated)	10%
CCCCN(C)CCNC(=O)c1c[nH]c2ccc(S(=O)(=O)N(CC)CC)cc2c1=O	-2%
N=c1ccn2c(n1)O[C@@H]1[C@@H](O)[C@H](CO)O[C@H]12	-1%
Cc1cccc(-c2nnc3sc(-c4ccccc4)nn23)c1	-2%
COc1ccc(CCN(C)C(=O)CSc2nccn2C)cc1OC	-1%
C=CCn1c(Cc2csc(N)n2)nnc1SCC(=O)OCC	-2%
Cc1oc(-c2cccs2)nc1CS(=O)CC(=O)NCCc1ccccc1 (configuration not stated)	7%
c1ccc2sc(-c3ccc4c(c3)OCO4)nc2c1	3%
COc1ccc(N(CC(=O)Nc2cc(C)ccc2OC)S(=O)(=O)c2c(C)noc2C)cc1	-3%
Cn1c(N)c(C(=O)NCc2ccccc2)sc1=S	-3%

Part of the list above in order of formula weight, lowest first:
Structure	AmpC inh det
N=c1ccn2c(n1)O[C@@H]1[C@@H](O)[C@H](CO)O[C@H]12	-1%
Cc1cccc(-c2nnc3sc(-c4ccccc4)nn23)c1	-2%
COc1ccc(CCN(C)C(=O)CSc2nccn2C)cc1OC	-1%
COc1cccc(-c2cc(C(=O)N3CCN(c4ncccn4)CC3)c3ccccc3n2)c1	4%
COc1ccc(N(CC(=O)Nc2cc(C)ccc2OC)S(=O)(=O)c2c(C)noc2C)cc1	-3%
O=C(NCC(=O)N(c1cccnc1)C(C(=O)NC1CCCCC1)c1cccnc1)c1ccco1 (configuration not stated)	12%
Cc1cc(NC(=O)CCC(=O)N(c2cccc(F)c2)C(C(=O)NC2CCCC2)c2ccncc2)no1 (configuration not stated)	10%

Additional compounds
Structure	AmpC inh det
Cn1c(=S)c2[nH]c(SCc3cccnc3)nc2n(C)c1=O	-1%[5.75 µM]
Cc1cc2c(c(SCC(=O)N(C)c3ccccc3)n1)C(=O)OC2	5%
O=[N+]([O-])c1cc(O)c(O)c([N+](=O)[O-])c1	-5%&-5%
Cc1ccc(S(=O)(=O)Cc2cccc(C(=O)N3CCOCC3)c2)cc1	1%
COc1ccc(C(=O)CC(=O)O)c2c1C=CC(C)(C)O2	-5%
CCOCCCNC(=O)CCNC(=O)c1cc(OC)c(OC)c(OC)c1	-2%
CN1C(=O)/C(=C2\SC(=S)N(CC3CCCO3)C2=O)c2ccccc21 (configuration not stated)	11%
O=[N+]([O-])c1ccc2c(c1)S(=O)c1ccccc1-2 (configuration not stated)	-6%[5.75 µM]
CC1(C)N(O)C(c2ccc(C(=O)O)cc2)=[N+]([O-])C1(C)C	-4%
CCn1c(SCc2ccc(C#N)cc2)nnc1-c1cccc(Cl)c1	-7%
CCn1cc(C(=O)Nc2ccccc2C(=O)OC)c(=O)c2ccc(C)nc21	16%
O=C(NCc1ccccc1)C1CCN(C(=O)NCc2ccccc2)CC1	0%

Retrieved by structure from the list above (four):
Structure	AmpC inh det
CCn1c(SCc2ccc(C#N)cc2)nnc1-c1cccc(Cl)c1	-7%
Cc1cc2c(c(SCC(=O)N(C)c3ccccc3)n1)C(=O)OC2	5%
Cn1c(=S)c2[nH]c(SCc3cccnc3)nc2n(C)c1=O	-1%[5.75 µM]
CCOCCCNC(=O)CCNC(=O)c1cc(OC)c(OC)c(OC)c1	-2%

(listing goes on)
Structure	AmpC inh det
O=C(CC1CCCCC1)Nc1c2c(nn1-c1ccc(F)cc1)CS(=O)(=O)C2	-1%
CCC(=O)N1CCc2cc(S(=O)(=O)CCC(=O)NCCc3ccc(OC)c(OC)c3)ccc21	-1%
CCN(CC)S(=O)(=O)c1cccc(S(=O)(=O)c2cccc(S(=O)(=O)N(CC)CC)c2)c1	2%
CCOC(=O)C(C)Sc1nc2c(cnn2-c2ccc(C)cc2)c(=O)[nH]1 (configuration not stated)	-3%
COc1ccccc1OCc1nc2c3c(-c4ccccc4)c(-c4ccccc4)oc3ncn2n1	-5%
CS(=O)(=O)N1CCN(C(=O)c2csc3ccccc23)CC1	-5%
CN1CCN(S(=O)(=O)c2cccc(C(=O)Nc3sc4c(c3C(N)=O)CCCC4)c2)CC1	-4%
COc1ccc(CCn2c(N)c(C#N)c3nc4ccccc4nc32)cc1OC	-6%
Cc1ccc(NC(=O)CCN2CCc3ccccc3C2)cc1	-2%
CCCS(=O)(=O)N1CCN(C(=O)c2cccc(OC)c2)CC1	0%
CCCn1nnc(NC(=O)COc2ccccc2Cl)n1	-7%
CN(C)c1ccnc2sc3c(=O)n(-c4ccccc4)cnc3c12	-2%
OC[C@@H]1O[C@@H](n2cnc3c(N[C@@H]4C[C@@H]5CC[C@H]4C5)ncnc32)[C@@H](O)[C@H]1O	-3%
O=C(NC1=NCCS1)c1cccc(S(=O)(=O)N2CCCCC2)c1	-2%
C=CCNC(=O)c1ccccc1NS(=O)(=O)c1ccccc1	-3%
COc1ccc(OC)c(S(=O)(=O)Nc2cccc(C(C)=O)c2)c1	6%
